PDI turbidity: inhibitors of human protein disulfide isomerase; PDI insulin aggregation turbidity, A650, 90 min; hit rate 0.052% among 350,000; AID 588391; inhibition, % at 10 µM;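 active means mean inhibition across replicates of 30% or more, whatever share of single replicates reach that level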;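 further: absorbance from insulin aggregation driven by PDI reduction with DTT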
Target sequence (P07237 whole entry, looked up): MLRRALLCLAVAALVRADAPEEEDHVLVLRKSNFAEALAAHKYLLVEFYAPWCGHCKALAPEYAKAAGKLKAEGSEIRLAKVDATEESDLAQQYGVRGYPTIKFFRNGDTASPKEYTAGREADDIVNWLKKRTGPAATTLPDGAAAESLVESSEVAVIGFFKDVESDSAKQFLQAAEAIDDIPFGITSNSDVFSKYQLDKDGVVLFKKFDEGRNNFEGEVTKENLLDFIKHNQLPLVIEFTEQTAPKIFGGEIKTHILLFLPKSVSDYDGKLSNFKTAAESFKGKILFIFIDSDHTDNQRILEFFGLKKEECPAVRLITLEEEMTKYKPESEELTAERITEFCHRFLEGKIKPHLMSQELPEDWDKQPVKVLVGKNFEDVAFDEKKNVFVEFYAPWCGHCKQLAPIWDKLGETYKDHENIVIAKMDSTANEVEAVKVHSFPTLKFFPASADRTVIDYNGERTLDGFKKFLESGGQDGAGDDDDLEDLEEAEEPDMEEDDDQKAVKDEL
HIF-2a inh: blocks HIF-2a reporter activity; AID 624352; hit rate 0.72% among 360,000; inhibition, % at 18.8 µM; 786-0 RCC cells HIF-2a reporter, luciferase luminescence, overnight;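 active means inhibition of the luminescence signal of 40% or more relative to plate controls, in a single-dose primary screen at 18.75 µM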
NR2E3 ag-1: NR2E3 (human) agonism. hit rate 0.12% among 320,000. AID 2300. GST-NR2E3/biotin-RetCOR TR-FRET, 1536-well. Q9Y5X4. inhibition of corepressor binding, % at 4.78 µM;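 active means percent inhibition above the cutoff of mean plus 3 SD of all tested compounds, set per screening campaign, cut at about 20% in these data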;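 further: 0% = DMSO wells and 100% = biotin wells as full block of FRET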
Target sequence (Q9Y5X4 whole entry, looked up): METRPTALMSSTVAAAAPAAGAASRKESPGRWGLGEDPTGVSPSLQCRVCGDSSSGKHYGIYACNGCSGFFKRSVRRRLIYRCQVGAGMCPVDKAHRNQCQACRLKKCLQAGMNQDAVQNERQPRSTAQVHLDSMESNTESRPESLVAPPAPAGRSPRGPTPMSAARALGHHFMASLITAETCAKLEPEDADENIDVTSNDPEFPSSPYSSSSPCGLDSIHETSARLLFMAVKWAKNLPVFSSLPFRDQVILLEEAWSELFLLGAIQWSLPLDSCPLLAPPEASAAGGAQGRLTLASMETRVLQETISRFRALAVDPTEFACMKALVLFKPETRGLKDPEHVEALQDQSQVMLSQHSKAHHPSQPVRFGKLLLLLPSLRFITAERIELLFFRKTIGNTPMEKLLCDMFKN
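Assay system: NR2E3–RetCOR corepressor complex. Quantity: 1.35 nM GST-NR2E3. Buffer or medium: pH 7.5 Tris-based buffer. Reagent: biotinylated RetCOR corepressor at 7 nM final. Schedule: 5 h at 4 °C. Detection: TR-FRET, emission read at 617 and 671 nm. Replicates: one well per compound, singlicate testing.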
aDG glyco up: alpha-DG glycosylation activation | Pro5-aDG cells, alpha-DG glycosylation AlphaScreen (IIH6); 0% Pro5, 100% B10-LARGE cell signal | hit rate 0.22% among 360,000 | activation, % at 10 µM;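 active means activation of at least 8% versus controls, or a plate z-score of at least 8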;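 further: Pro5 are CHO cells carrying HIG-tagged alpha-DG that lacks glycosylation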
TRPM1 prom inh: reduces MITF-dependent TRPM1 promoter luciferase signal; inhibition, % at 12.5 µM; hit rate 0.83% among 330,000; SK-MEL-5 TRPM1 promoter luciferase, 24 h;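 active means mean inhibition across replicates of 60% or more, whatever share of single replicates reaches that level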; further: values of inactives mirror those of a sister screen read the other way
Peg3 prom inh: inhibitors of Peg3 promoter | HeLa PEG-Prom luciferase reporter, luminescence, overnight | inhibition, % at 20 µM | hit rate 1.7% among 360,000;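 active means inhibition of at least 50% at 20 µM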
CaV13 FRET inh: Primary screen for inhibitors of IQ motif and Ca2+-dependent inactivation inhibitor domain binding in CACNA1D, Förster resonance energy transfer in living cells, … | hit rate 0.098% among 340,000 | HEK cells, CFP/YFP FRET ICDI-IQ, plate reader, 10 min; percent FRET-ratio fall versus neutral wells | AID 743397 | inhibition, % at 12.3 µM;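 active means mean replicate inhibition of at least 30% and at least 1% of replicates passing that level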;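 further: 0% = median of the neutral control wells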
iPSC survival up: hiPSC single-cell survival enhancement. survival enhancement, % at 20 µM. hit rate 0.044% among 360,000. AID 602274. ATPlite luminescence; 100% = ROCK inhibitor wells, 0% = DMSO; in the data active means survival enhancement above about 18%;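 further: cells exposed to compounds for 16 hours before the ATP read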
NR2E3 ag-2: agonists of human NR2E3 nuclear receptor. CHO-S Gal4-NCOR/VP16-NR2E3 two-hybrid, luciferase. inhibition of corepressor binding, % at 3.98 µM. hit rate 0.35% among 360,000. AID 602229;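 active means inhibition above the mean of all tested compounds plus 3 SD, cut at about 70% in these data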;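 further: 0% = DMSO with NR2E3 transfected cells and 100% = cells lacking NR2E3 construct; higher means lower luciferase signal from less NR2E3 corepressor binding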
Vif inh: HIV Vif inhibition. HEK293T cells, Vif self-association by quenched fluorescence, imaging, 24 h. inhibition, % at 7.49 µM. hit rate 0.35% among 340,000; in the data active means inhibition above about 50%, passing the limit was not always enough; further: some results filed as inactive read as strong as hits
Granule exo inh: blocks lytic granule exocytosis; TALL-104 LAMP-1 surface exposure, flow cytometry; cells stimulated with thapsigargin and PMA; inhibition, % at 10 µM; hit rate 0.66% among 360,000; AID 651702;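 active means inhibition above about 55%, limit read from the data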
An asterisk follows results filed as active; · = no result given.

SMILES	PDI turbidity	HIF-2a inh	NR2E3 ag-1	aDG glyco up	TRPM1 prom inh	Peg3 prom inh	CaV13 FRET inh	iPSC survival up	NR2E3 ag-2	Vif inh	Granule exo inh
CCCNC(=O)c1cn(CC)c2cc(N3CCN(C)CC3)c(F)cc2c1=O	4	19	3	0.3	0	15	-2	-2.6	-6	-3	-2
CC(=O)NCCC(=O)N1CCCC(C(=O)c2ccc3c4c(cccc24)CC3)C1 (stereo unspecified)	-2	12	1	0.0	-3	2	-7	1.2	-5	-1	-1
CN1CCN(C(=O)/C=C/c2c(F)cccc2Cl)CC1	11	-41	2	0.2	-12	-3	-3	-0.7	-21	11	-2
COc1ccc(-c2cc(C(=O)Nc3ccc(C(N)=O)cc3)c3ccccc3n2)cc1	2	-263	0	-0.2	·	-200	-5	-0.6	-134	20	19
NC(=O)CSc1ccc(F)cc1	4	-8	-2	-0.1	-3	4	-7	-1.0	-20	-2	2
CCCN(C(=O)COC(=O)C12CCC(=O)N1c1ccccc1S2)c1c(N)n(Cc2ccccc2)c(=O)[nH]c1=O (stereo unspecified)	1	5	-1	-0.2	-9	10	·	0.5	-46	-1	-2
CC1(C)CC(=O)C(C=NCCN2CCN(CCc3ccccc3)CC2)=C(O)C1	15	10	2	-0.2	-12	-4	-6	-1.0	-1	·	-1
CSc1ncccc1C(=O)Nc1ccc(OC(F)(F)F)cc1	12	-78	0	1.4	-14	-46	-7	-0.5	-6	-4	-4
Cc1ccccc1OC1CCN(C(=O)C2CCC(=O)N(C3CCCC3)C2)CC1 (stereo unspecified)	1	5	-3	0.0	16	11	-2	1.4	27	-4	5
Cc1ccc(S(=O)(=O)N(Cc2ccc(F)cc2)C(=O)N2CCN(C)CC2)cc1	-9	15	3	-0.3	-6	3	-5	-0.3	5	-4	-2
CCc1ccc(C(=O)COC(=O)c2cnc(C)cn2)cc1	-1	10	5	0.4	-15	-6	-3	-0.1	4	20	1
Cc1cc(C)nc(-n2ncc3c2CC(c2ccc(F)cc2)CC3=O)n1 (stereo unspecified)	8	15	-1	0.1	3	7	-6	-0.1	6	-2	-1
CCOC(=O)c1[nH]c(C)c(/C(O)=C2\C(=O)C(=O)N(CCCN(CC)CC)C2c2cccnc2)c1C (stereo unspecified)	-13	8	-4	-0.1	-12	5	·	-3.6	1	·	-1
Cc1ccccc1OCCC(=O)Nc1ccccc1C(=O)NC1CC1	-8	12	-2	-0.1	-4	5	-6	0.3	6	-10	-5
CC(=O)c1cccc(N(C(=O)c2ccco2)C(C(=O)NC2CCCCC2)c2ccc(C)o2)c1 (stereo unspecified)	23	2	3	-0.1	-6	5	-3	-0.1	-26	-5	6
Cc1ccc2oc(-c3cc(NC(=O)c4ncn[nH]4)ccc3O)nc2c1	-6	-13	-4	0.0	4	-9	-5	-0.4	-16	17	0
COCCNC(=O)COC(=O)c1ccc(S(=O)(=O)N2CCOCC2)cc1	-5	8	2	0.7	-15	-22	-5	-0.6	32	-7	1
COc1ccc(N=C2C(=Nc3ccc(OC)cc3)N(c3ccc(OC)cc3)C(=S)N2c2ccccc2)cc1	-2	-98	0	0.0	-52	-145	-7	1.7	-99	7	0
O=C(OCc1cn([C@H]2CN(Cc3cccs3)[C@@H](c3ccccc3)C[C@@H]2O)nn1)c1ccccc1	-3	-4	·	0.0	·	15	-4	-1.0	0	-4	-1
CCCOc1cccc(-c2nc3ccccc3c(=O)o2)c1	5	-229	2	0.1	-12	-234	-5	-0.5	-149	3	-3
O=C(c1ccc(Cl)c(Cl)c1)N(Cc1ccco1)c1ccc(O)cc1	-2	3	0	0.2	7	34	-4	10	12	54*	-5
Cc1[nH]c(=O)c(C#N)c2c1CCCC2	0	0	0	-0.1	-4	8	-7	7.0	-2	4	-1
N#CC1=C(SCC(=O)c2ccccc2)NC2=C(C(=O)CCC2)C1c1ccco1 (stereo unspecified)	5	-256	-2	-0.3	-15	-207	-2	-1.7	-293	·	7
Cc1onc(-c2c(F)cccc2Cl)c1C(=O)OCC(=O)NCc1ccccc1	24	-7	2	0.0	6	5	-2	2.0	-8	-1	36
Cc1c(C)c2cc3c4c(oc3c(C)c2oc1=O)CCCC4	1	-31	-2	0.0	-17	-47	-4	5.7	-27	-1	4
COc1ccc(CCNC(=O)COC(=O)c2ccc(S(=O)(=O)N3CCCC3)cc2)cc1OC	-19	19	·	-0.2	-6	-8	-6	-0.7	29	-3	-5
Cn1c2c(c(=O)n(C)c1=O)C(c1cccc(F)c1)C(C#N)=C(N)O2 (stereo unspecified)	1	7	0	0.3	-7	1	-5	-0.4	9	14	4
CCCCCN=C(N)N/N=C/c1c[nH]c2ccc(OC)cc12	10	98*	1	-0.3	97*	95*	-2	-3.3	19	81*	3
O=C(/C=N/O)NCc1ccncc1	9	22	1	-0.1	-2	14	-1	-2.3	-13	3	1
Clc1ccc(-c2nnc(CCc3ccccc3)o2)c(Cl)c1	-2	-343	3	0.2	-84	-326	-7	0.6	-151	-2	-3
COc1ccc(OC)c(S(=O)(=O)N2CCC(c3nc4ccccc4[nH]3)CC2)c1	0	30	0	-0.4	1	20	-2	1.3	11	-1	-4
CCOc1ccc(-c2cc(C(=O)NCc3cc(OC)cc(OC)c3)[nH]n2)c(C)c1	7	-16	·	0.4	·	-3	-6	-1.2	14	-13	2
Cc1ccc2nc(C(F)(F)F)c(C#N)c(N)c2c1	-3	-31	6	0.1	26	101*	-7	3.6	75*	0	-4
O=C(COc1ccc(-c2ccccc2)cc1)N1CCN(S(=O)(=O)Cc2ccccc2)CC1	5	22	2	0.2	26	10	-6	-1.6	15	-11	-3
CCOC(=O)c1csc(NC(=O)CN2CCN(C)CC2)n1	4	6	1	-0.1	-8	5	-5	-0.2	-6	1	0
COCCN1C(=O)N(c2cccc(C)c2)C(=O)C1CC(=O)Nc1cc(OC)cc(OC)c1 (stereo unspecified)	6	13	-3	-0.1	4	12	-5	-0.4	-4	3	-3
CN(CCCC(=O)NCc1ccc2c(c1)OCO2)S(=O)(=O)c1ccc([N+](=O)[O-])cc1	-7	2	4	0.1	29	14	4	-0.4	-18	-4	2
CCOC(=O)/C=C/c1ccc2c(c1)S(=O)(=O)N(c1cccc(OC)c1)[C@H]2CC(=O)OCC	5	0	3	0.2	-5	5	-5	2.5	-50	-11	-11
Cc1ccc(S(=O)(=O)Nc2nc(C)c(C(=O)NN)s2)cc1	0	20	0	0.6	-6	14	4	0.4	-9	-2	7
Cn1c(NC(=O)c2ccccc2F)c(-c2cccs2)c(=O)c2ccccc21	4	14	0	0.0	6	3	-5	-0.2	23	-1	8
COc1ccc(-c2nc(CS(=O)CC(=O)NCc3ccc(C)cc3)c(C)o2)cc1OC (stereo unspecified)	7	-8	0	-0.1	-2	10	·	0.9	7	0	0
O=C(Nc1ccccc1)c1ccc(CSc2ccccn2)cc1	-14	-168	4	-0.1	-69	-227	·	-0.2	2	-13	-2
N#Cc1ccccc1OCC(=O)Nc1ccccc1C(=O)NC1CC1	2	2	1	-0.1	20	1	-6	0.8	-31	-4	8
O=C(COC(=O)c1cc2ccccc2cc1O)c1ccccc1	-4	-39	-3	0.2	-37	-112	-3	0.3	-19	-6	-1
COc1ccc2c(c1)oc(=O)c1ccccc12	·	-129	0	-0.3	·	-108	·	-1.4	-32	4	-2
CCN(CC(=O)Nc1ccc2c(c1)OCCO2)C(=O)/C=C/c1cccc(OC)c1OC	-1	-180	-2	-0.1	-61	-181	-5	-0.5	19	7	3
Fc1ccc(CNC(=S)NC2CCCCC2)cc1	0	-2	3	0.3	3	14	-3	-1.2	-9	-36	11
COC(=O)c1c(NC(=O)COC(=O)c2ccccc2O)sc2c1CCCCC2	-4	5	0	-0.3	-8	-8	-5	-3.2	15	-3	-1
O=C(CONS(=O)(=O)c1ccc(Cl)cc1)NCCNc1ncc(C(F)(F)F)cc1Cl	13	14	-2	-0.2	0	19	-4	-1.7	-4	1	-2
Cc1cc2nc(CCN(Cc3cccnc3)C(=S)Nc3ccccc3)[nH]c2cc1C	5	9	4	0.0	-2	16	-6	-1.0	-29	13	4
COc1ccc(S(=O)(=O)N2CCCCC2)cc1NC(=S)Nc1ccccc1	6	14	-3	-0.1	4	4	-4	-0.7	91*	-5	-1
Cc1ccc(NC(=O)COc2ncnc3ccccc23)cc1S(=O)(=O)N1CCOCC1	-2	19	2	0.0	22	10	-5	1.3	0	3	0
CN(c1ccccc1)S(=O)(=O)c1cccc(C(=O)Nc2ncn[nH]2)c1	-1	10	-1	0.2	0	21	-1	0.1	-13	-2	-3
O=C(CSc1nnc(-c2ccccc2)n1Cc1ccccc1)NNC(=O)c1ccccc1O	-8	16	0	0.3	-2	15	·	-1.1	10	1	2
CCCn1nnc(NC(=O)c2ccc([N+](=O)[O-])cc2Cl)n1	4	-65	1	0.2	-15	-41	6	-2.2	-22	-6	-1
COc1cccc(C(=O)OCC(=O)Nc2ccc(N3CCOCC3)cc2)c1	-10	1	3	-0.1	-8	1	-6	1.7	-5	2	-7
COc1ccc(C2C=CC(=O)CC2)c(OC)c1 (stereo unspecified)	·	20	·	0.6	·	·	-3	0.2	5	·	2
Cc1onc(-c2ccccc2Cl)c1C(=O)N[C@@H](C)c1ccccc1	4	13	-4	-0.1	·	6	-14	-0.9	11	18	-4
Cc1ccc(Cn2c(NC(=O)c3ccco3)nc3ccccc32)cc1	-1	25	-5	1.6	23	26	1	-2.4	4	1	3
COCCn1c(SCc2cccnc2)nnc1-c1c[nH]c2ccccc12	·	0	1	0.0	-1	11	-10	0.3	-26	-2	-4

(cont.)
SMILES	PDI turbidity	HIF-2a inh	NR2E3 ag-1	aDG glyco up	TRPM1 prom inh	Peg3 prom inh	CaV13 FRET inh	iPSC survival up	NR2E3 ag-2	Vif inh	Granule exo inh
Cc1ccc(CN(CC(=O)N/N=C/c2ccco2)S(=O)(=O)c2ccc(C)cc2)cc1	11	13	0	0.0	2	10	-5	-0.1	9	-8	-2
COc1ccc(CN(C)C(=O)c2ccc(NS(=O)(=O)c3ccc(C)c([N+](=O)[O-])c3)cc2)c(OC)c1OC	3	0	-1	-0.3	-14	0	0	-0.2	18	-3	6
COc1ccc(S(=O)(=O)N(C)C)cc1NC(=O)COC(=O)C1CC1	-3	7	·	-0.1	·	12	-5	0.2	1	4	-1
COc1ccc(C(=O)c2coc3ccc(O)c(CN(C)C)c23)cc1	·	-10	1	0.0	-3	-10	-2	-2.9	-7	-32	-4

Source: PubChem BioAssay (several laboratories)
